SARS 3CLpro inh – SARS-CoV 3CLpro protease inhibition; AID 1706; inhibition, % at 6 µM; P0C6X7; 0.14% of 290,000 active; recombinant SARS-CoV 3CLpro, quenched FRET peptide cleavage; in the data active = inhibition above about 12%
BH1578 lux ind – inducers of Vibrio cholerae quorum light production without autoinducers; 0.16% of 350,000 active; activation, % at 18.7 µM; V. cholerae BH1578 lux reporter, luminescence, 6 h; AID 588436; in the data active = activation mostly above about 9.7%, no sharp cut-off; note: not every result past the cut was called active; inactives centre near 0; reference of the scale not given here
TcdB GH inh – TcdB glycohydrolase inhibition; P18177; TcdB glycohydrolase enzymatic assay, plate reader; inhibition, % at 9.99 µM; 0.24% of 350,000 active; AID 652162; in the data active = inhibition above about 10%
CCHF vOTU inh – CCHFV vOTU protease inhibition | Pep-AMC fluorescence | 0.55% of 370,000 active | inhibition, % at 11.5 µM; in the data active = inhibition above about 30%; note: 0% = vehicle wells with enzyme and 100% = no enzyme wells
Yp Topo-I inh – blocks Yersinia pestis topoisomerase I activity; activity, % at 10 µM; 0.064% of 360,000 active; Y. pestis Topo-I cleavage product accumulation, plate reader; in the data active = activity above about 50%, passing the limit was not always enough; note: inactives centre near 2
SSB-PriA inh – inhibitors of Klebsiella pneumoniae PriA binding to SSB C-terminal tail; inhibition, % at 33 µM; AlphaScreen SSBct-PriA binding, biotinylated peptide; 0.6% of 430,000 active; in the data active = inhibition mostly above about 37%, no sharp cut-off; inactive = mostly below about 20%;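 note: plate controls were negative control peptide for no effect and reference peptide for full effect; strong numbers were not always called active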
DUSP3 inh – DUSP3 (human) phosphatase inhibition; recombinant VHR phosphatase, pNPP absorbance; inhibition, % at 13.3 µM; 0.52% of 290,000 active; AID 1654; in the data active = inhibition above about 50%; note: some compounds called inactive have numbers as strong as hits
Target sequence (P51452 whole entry, looked up): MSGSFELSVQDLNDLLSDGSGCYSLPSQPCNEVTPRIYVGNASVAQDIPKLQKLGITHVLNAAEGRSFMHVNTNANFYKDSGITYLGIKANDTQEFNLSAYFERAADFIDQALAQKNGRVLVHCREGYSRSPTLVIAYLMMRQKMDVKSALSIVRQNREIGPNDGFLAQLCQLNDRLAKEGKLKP
MazEF act – MazEF (E. coli) toxin RNase activation | P0AE70 | FAM/BHQ RNA-DNA oligo cleavage fluorescence, 5 h | activation, % at 20 µM | 0.32% of 350,000 active | AID 504720; in the data active = activation above about 50%
Target sequence (P0AE70 whole entry, looked up): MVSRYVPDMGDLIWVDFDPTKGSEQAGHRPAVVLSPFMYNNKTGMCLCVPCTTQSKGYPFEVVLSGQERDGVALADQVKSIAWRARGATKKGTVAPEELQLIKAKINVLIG
PrPC surface inh – reduces human prion protein on the cell surface. P04156. cell surface PrPC, TR-FRET read-out. inhibition, % at 13.8 µM. 0.43% of 370,000 active. AID 720596; in the data active = inhibition above about 24%; note: 0% = median of the test wells and 100% = reference compound wells
Rv3671c protease – inhibits the M. tuberculosis serine protease Rv3671c. P9WHR9. inhibition, % at 5.96 µM. 0.048% of 320,000 active; in the data active = inhibition above about 38%;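 note: extracellular domain of Rv3671c used as enzyme; 0% = enzyme with DMSO and 100% = no enzyme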
Target sequence (P9WHR9 whole entry, looked up, the tested form may be a part): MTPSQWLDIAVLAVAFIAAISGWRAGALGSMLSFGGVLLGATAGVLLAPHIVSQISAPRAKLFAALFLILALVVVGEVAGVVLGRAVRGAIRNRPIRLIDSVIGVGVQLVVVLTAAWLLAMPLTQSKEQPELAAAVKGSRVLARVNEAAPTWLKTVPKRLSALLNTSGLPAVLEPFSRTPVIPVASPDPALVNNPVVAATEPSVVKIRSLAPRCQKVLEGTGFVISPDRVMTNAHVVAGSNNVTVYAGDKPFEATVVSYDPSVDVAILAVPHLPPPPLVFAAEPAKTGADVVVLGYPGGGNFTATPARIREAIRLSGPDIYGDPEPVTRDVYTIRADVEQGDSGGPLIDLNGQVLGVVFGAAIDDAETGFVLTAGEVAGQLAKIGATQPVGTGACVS
The depositor's hits bear a star. Not all compounds are listed; count on the stated rates, not on these rows.

Results for COc1ccccc1C(=O)c1c(C)c(CCC#N)n2ccccc12 ?
SARS 3CLpro inh: -1; BH1578 lux ind: -0.6; TcdB GH inh: 0.8; CCHF vOTU inh: -5; Yp Topo-I inh: -4; SSB-PriA inh: -2; DUSP3 inh: 2; MazEF act: 2; PrPC surface inh: -8; Rv3671c protease: -6

Results for Cc1ccccc1NC(=O)Nc1ccccc1C(N)=O ?
SARS 3CLpro inh: -3; BH1578 lux ind: inactive; TcdB GH inh: 0.9; CCHF vOTU inh: -8; Yp Topo-I inh: 1; SSB-PriA inh: -9; DUSP3 inh: 31; MazEF act: -1; PrPC surface inh: 3; Rv3671c protease: 5

How did O=C(COc1ccccc1C(=O)O)Nc1nc2ccc([N+](=O)[O-])cc2s1 do in these assays?
SARS 3CLpro inh: 4; BH1578 lux ind: 0.1; TcdB GH inh: 1.4; CCHF vOTU inh: -6; Yp Topo-I inh: 2; SSB-PriA inh: -8; DUSP3 inh: 27; MazEF act: 6; PrPC surface inh: -5; Rv3671c protease: 1

How did COc1ccccc1C(=O)NC(=O)COC(=O)c1cccc(C)c1O do in these assays?
BH1578 lux ind: -0.6; TcdB GH inh: 1.9; CCHF vOTU inh: -11; Yp Topo-I inh: -5; SSB-PriA inh: -13; MazEF act: 5; PrPC surface inh: -1; Rv3671c protease: 4

Results for COCC(O)CSc1c([N+](=O)[O-])nc(C)n1Cc1ccc(OC)c([N+](=O)[O-])c1 (stereo unspecified) ?
SARS 3CLpro inh: 2; BH1578 lux ind: -0.2; CCHF vOTU inh: -7; Yp Topo-I inh: 5; SSB-PriA inh: -21; DUSP3 inh: 0; MazEF act: 4; PrPC surface inh: -22; Rv3671c protease: 7

How did CCN1CCCC1CNC(=O)c1cn(C)c2ccc(S(=O)(=O)N3CCCCCC3)cc2c1=O (stereo unspecified) do in these assays?
SARS 3CLpro inh: -2; BH1578 lux ind: inactive; CCHF vOTU inh: 5; Yp Topo-I inh: 8; SSB-PriA inh: 5; DUSP3 inh: 51*; MazEF act: 12; PrPC surface inh: -8

What do the screens show for `Cc1cc(C)c(NC(=O)Cn2nnc(C(=O)NCCc3ccccc3)c2N)c(C)c1`?
SARS 3CLpro inh: -7; BH1578 lux ind: -1.2; Yp Topo-I inh: 6; SSB-PriA inh: -8; DUSP3 inh: 7; MazEF act: -10; Rv3671c protease: -5

How did COCCCNC(=O)Cn1cnc2sc(C)c(S(=O)(=O)N3CCN(c4ccccc4OC)CC3)c2c1=O do in these assays?
SARS 3CLpro inh: 3; BH1578 lux ind: -0.4; TcdB GH inh: -0.7; CCHF vOTU inh: 0; Yp Topo-I inh: 2; SSB-PriA inh: -1; DUSP3 inh: 34; MazEF act: 11; PrPC surface inh: 2; Rv3671c protease: 10

What do the screens show for `CN1CCN(C/C(=C2/N=C(c3ccccc3)OC2=O)N(C)C)CC1`?
SARS 3CLpro inh: -2; BH1578 lux ind: -0.4; CCHF vOTU inh: 7; Yp Topo-I inh: 0; SSB-PriA inh: 9; DUSP3 inh: 4; MazEF act: 0; PrPC surface inh: -4; Rv3671c protease: -10

Results for COc1cc2c(cc1OC)C(NNC(=O)c1ccc(Br)o1)=NC(C)(C)C2 ?
SARS 3CLpro inh: 0; BH1578 lux ind: -0.3; TcdB GH inh: -1.0; CCHF vOTU inh: 2; Yp Topo-I inh: 0; SSB-PriA inh: -14; DUSP3 inh: -3; MazEF act: 6; PrPC surface inh: 2; Rv3671c protease: 3

Results for O=[N+]([O-])NC1=NCN(Cc2ccco2)CN1Cc1ccco1 ?
SARS 3CLpro inh: 0; BH1578 lux ind: -0.3; TcdB GH inh: 0.2; CCHF vOTU inh: -16; Yp Topo-I inh: -7; SSB-PriA inh: 4; DUSP3 inh: -1; MazEF act: -1; PrPC surface inh: 3; Rv3671c protease: -5

Results for CCCn1c(SCC(=O)c2cc(C)c(C)cc2C)n[nH]c1=O ?
SARS 3CLpro inh: 1; BH1578 lux ind: inactive; CCHF vOTU inh: -1; Yp Topo-I inh: 7; SSB-PriA inh: -8; DUSP3 inh: 19; MazEF act: -6; PrPC surface inh: 9; Rv3671c protease: 2

How did CCCOc1ccc(F)cc1-c1cc(C(=O)NCc2ccccc2)[nH]n1 do in these assays?
BH1578 lux ind: -4.5; TcdB GH inh: 1.2; CCHF vOTU inh: 9; Yp Topo-I inh: 7; PrPC surface inh: 9

Results for Cc1nc(C(C)N(C)Cc2nc(-c3ccc4c(c3)OCO4)no2)c(C)s1 (stereo unspecified) ?
SARS 3CLpro inh: 0; BH1578 lux ind: 0.1; TcdB GH inh: -0.1; CCHF vOTU inh: 0; Yp Topo-I inh: 22; SSB-PriA inh: -20; DUSP3 inh: 13; MazEF act: -1; PrPC surface inh: 11; Rv3671c protease: -8

Results for Cc1ccc(CN(C(=O)c2ccco2)C(C(=O)NC2CCCC2)c2cccnc2)cc1 (stereo unspecified) ?
SARS 3CLpro inh: 6; BH1578 lux ind: inactive; TcdB GH inh: -0.5; CCHF vOTU inh: -5; Yp Topo-I inh: 3; SSB-PriA inh: 1; DUSP3 inh: 14; MazEF act: 6; PrPC surface inh: 3; Rv3671c protease: 1

A draw from above in order of length of the SMILES, smallest number first.
Results for CCCn1c(SCC(=O)c2cc(C)c(C)cc2C)n[nH]c1=O ?
SARS 3CLpro inh: 1; BH1578 lux ind: inactive; CCHF vOTU inh: -1; Yp Topo-I inh: 7; SSB-PriA inh: -8; DUSP3 inh: 19; MazEF act: -6; PrPC surface inh: 9; Rv3671c protease: 2

What do the screens show for `CN1CCN(C/C(=C2/N=C(c3ccccc3)OC2=O)N(C)C)CC1`?
SARS 3CLpro inh: -2; BH1578 lux ind: -0.4; CCHF vOTU inh: 7; Yp Topo-I inh: 0; SSB-PriA inh: 9; DUSP3 inh: 4; MazEF act: 0; PrPC surface inh: -4; Rv3671c protease: -10

Results for Cc1nc(C(C)N(C)Cc2nc(-c3ccc4c(c3)OCO4)no2)c(C)s1 (stereo unspecified) ?
SARS 3CLpro inh: 0; BH1578 lux ind: 0.1; TcdB GH inh: -0.1; CCHF vOTU inh: 0; Yp Topo-I inh: 22; SSB-PriA inh: -20; DUSP3 inh: 13; MazEF act: -1; PrPC surface inh: 11; Rv3671c protease: -8

How did O=C(COc1ccccc1C(=O)O)Nc1nc2ccc([N+](=O)[O-])cc2s1 do in these assays?
SARS 3CLpro inh: 4; BH1578 lux ind: 0.1; TcdB GH inh: 1.4; CCHF vOTU inh: -6; Yp Topo-I inh: 2; SSB-PriA inh: -8; DUSP3 inh: 27; MazEF act: 6; PrPC surface inh: -5; Rv3671c protease: 1

Results for COCC(O)CSc1c([N+](=O)[O-])nc(C)n1Cc1ccc(OC)c([N+](=O)[O-])c1 (stereo unspecified) ?
SARS 3CLpro inh: 2; BH1578 lux ind: -0.2; CCHF vOTU inh: -7; Yp Topo-I inh: 5; SSB-PriA inh: -21; DUSP3 inh: 0; MazEF act: 4; PrPC surface inh: -22; Rv3671c protease: 7

(cont.)
Results for CC(C)C(NS(=O)(=O)c1cccc2nsnc12)C(=O)NC1CCCCC1 (stereo unspecified) ?
SARS 3CLpro inh: 6; BH1578 lux ind: -0.2; TcdB GH inh: -1.0; CCHF vOTU inh: 0; Yp Topo-I inh: -5; SSB-PriA inh: -6; DUSP3 inh: -10; MazEF act: 8; PrPC surface inh: -22; Rv3671c protease: 2

What do the screens show for `CNC(=S)N/N=C/c1cn(Cc2ccc(F)cc2)c2ccccc12`?
SARS 3CLpro inh: 6; BH1578 lux ind: -0.3; CCHF vOTU inh: 1; Yp Topo-I inh: -8; DUSP3 inh: -8; MazEF act: 3; PrPC surface inh: 4; Rv3671c protease: 11

Results for Cc1cc(C)c2c(C(C)(C)C)nn(-c3ccccc3)c2n1 ?
SARS 3CLpro inh: -4; BH1578 lux ind: inactive; TcdB GH inh: 1.3; CCHF vOTU inh: -17; Yp Topo-I inh: -4; SSB-PriA inh: -9; DUSP3 inh: 14; MazEF act: 0; PrPC surface inh: 4; Rv3671c protease: 0

How did CCN(CC)c1ccc(C2C3CCCCC3(O)CCN2C(=O)c2cccs2)cc1 (stereo unspecified) do in these assays?
SARS 3CLpro inh: -1; BH1578 lux ind: -0.4; CCHF vOTU inh: -8; Yp Topo-I inh: -4; SSB-PriA inh: 24; DUSP3 inh: 0; MazEF act: 2; PrPC surface inh: 7; Rv3671c protease: 8

How did Cc1ccccc1NC(=O)COc1nsnc1N1CCOCC1 do in these assays?
SARS 3CLpro inh: 2; BH1578 lux ind: inactive; CCHF vOTU inh: -9; Yp Topo-I inh: -1; SSB-PriA inh: -5; DUSP3 inh: 19; MazEF act: 5; PrPC surface inh: 4; Rv3671c protease: 14

Results for O=C(Nc1cccn2nc(COCCO)nc12)C(c1ccccc1)c1ccccc1 ?
BH1578 lux ind: -1.4; TcdB GH inh: 1.3; CCHF vOTU inh: 15; Yp Topo-I inh: 0; PrPC surface inh: -4

What do the screens show for `O=C(NC(=S)Nc1ccccc1Cl)c1cncc(C#Cc2ccccc2)c1`?
SARS 3CLpro inh: -1; BH1578 lux ind: -0.6; TcdB GH inh: 0.2; CCHF vOTU inh: -13; Yp Topo-I inh: -1; SSB-PriA inh: -9; DUSP3 inh: 16; MazEF act: -9; PrPC surface inh: -3; Rv3671c protease: 2

What do the screens show for `COc1ccc(CN(CCN2CCOCC2)C(=O)c2c(F)cccc2F)cc1OC`?
SARS 3CLpro inh: -2; BH1578 lux ind: -4.2; TcdB GH inh: 1.9; CCHF vOTU inh: -10; Yp Topo-I inh: -8; SSB-PriA inh: -12; DUSP3 inh: 14; MazEF act: 4; PrPC surface inh: -1; Rv3671c protease: -5

How did c1ccc(OCCN2CCOCC2)cc1 do in these assays?
SARS 3CLpro inh: -3; BH1578 lux ind: inactive; TcdB GH inh: 0.2; CCHF vOTU inh: -3; Yp Topo-I inh: 0; SSB-PriA inh: 0; DUSP3 inh: 1; MazEF act: 8; PrPC surface inh: -2; Rv3671c protease: -3

Results for COc1ccc(C)cc1NC(=O)C1C2C=CC(C2)C1C(=O)O (stereo unspecified) ?
SARS 3CLpro inh: -2; BH1578 lux ind: inactive; CCHF vOTU inh: 3; Yp Topo-I inh: 0; SSB-PriA inh: -7; DUSP3 inh: -13; MazEF act: 0; PrPC surface inh: 2; Rv3671c protease: -6

What do the screens show for `CCC(C(=O)N1CCOCC1)n1nc(C)c2sc3ccccc3c2c1=O` (stereo unspecified)?
SARS 3CLpro inh: -1; BH1578 lux ind: inactive; TcdB GH inh: 1.0; CCHF vOTU inh: 11; Yp Topo-I inh: -4; SSB-PriA inh: 8; DUSP3 inh: 21; MazEF act: -2; PrPC surface inh: 7; Rv3671c protease: -10

What do the screens show for `Cc1ccc(C(=O)CCNc2cccc(Br)c2)o1`?
SARS 3CLpro inh: 4; BH1578 lux ind: inactive; CCHF vOTU inh: 9; Yp Topo-I inh: 2; SSB-PriA inh: -4; DUSP3 inh: 15; MazEF act: -2; PrPC surface inh: 4; Rv3671c protease: 3

How did CCN1CCN(C(=O)c2ccc3c(c2)N(Cc2ccc(F)cc2)C(=O)c2ccccc2S3=O)CC1 (stereo unspecified) do in these assays?
SARS 3CLpro inh: 2; BH1578 lux ind: -0.2; TcdB GH inh: 1.8; CCHF vOTU inh: -1; Yp Topo-I inh: 10; SSB-PriA inh: -11; DUSP3 inh: 29; MazEF act: -2; PrPC surface inh: 0; Rv3671c protease: 3

Results for CN(N)C(=S)NCc1ccccc1 ?
SARS 3CLpro inh: 1; BH1578 lux ind: 1.9; CCHF vOTU inh: -2; Yp Topo-I inh: -6; SSB-PriA inh: -16; DUSP3 inh: 2; MazEF act: -6; PrPC surface inh: -5; Rv3671c protease: -3

How did Cc1oc2c(CN(C)C)c(O)ccc2c(=O)c1-c1cscn1 do in these assays?
SARS 3CLpro inh: 0; BH1578 lux ind: -3.3; CCHF vOTU inh: -71; Yp Topo-I inh: 3; SSB-PriA inh: -19; DUSP3 inh: 25; MazEF act: 3; PrPC surface inh: -6; Rv3671c protease: 6

How did COc1ccc(C(=O)O)cc1S(=O)(=O)N1CCN(Cc2ccc3c(c2)OCO3)CC1 do in these assays?
BH1578 lux ind: -0.8; TcdB GH inh: -0.3; CCHF vOTU inh: 1; Yp Topo-I inh: -4; SSB-PriA inh: -4; MazEF act: 3; PrPC surface inh: -5; Rv3671c protease: -8

Bioassay records from PubChem.
